From PubChem
TAAR1 antag: human TAAR1 antagonists, primary screen, Fluo-8 calcium fluorescence, CHO RD-HGA16 cells; actives 1.5% (n = 360,000); antagonist; inhibition, % at 3 µM; Trace amine-associated receptor 1 (Homo sapiens), Q96RJ0;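 active = inhibition above a per-plate cutoff, the mean inhibition of test compounds on that plate plus 3 SD, cut at about 49% in these data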;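 note: 0% = DMSO plus EC80 beta-PEA response and 100% = DMSO alone without agonist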
Target sequence (Q96RJ0 whole entry, looked up): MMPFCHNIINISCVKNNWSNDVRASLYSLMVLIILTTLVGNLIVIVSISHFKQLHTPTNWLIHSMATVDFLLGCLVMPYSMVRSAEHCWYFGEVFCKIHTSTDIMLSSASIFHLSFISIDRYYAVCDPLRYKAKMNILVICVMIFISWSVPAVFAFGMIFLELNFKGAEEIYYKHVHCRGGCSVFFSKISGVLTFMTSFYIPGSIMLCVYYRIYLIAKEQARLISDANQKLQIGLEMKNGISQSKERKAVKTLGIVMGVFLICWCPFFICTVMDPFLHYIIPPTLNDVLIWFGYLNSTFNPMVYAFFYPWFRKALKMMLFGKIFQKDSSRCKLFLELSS
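Test system: CHO RD-HGA16 cells bearing hTAAR1 | Reagent: β-PEA, EC80 | Compound dosing: 3 µM, single point | Schedule: Dye loading 75 min at 37 °C, then 30 min room temperature | Signal: Calcium fluorescence with Fluo-8 | Evaluation: Percent inhibition of PEA-evoked calcium signal, max/basal emission ratio | Control set: DMSO-only wells and EC80 β-PEA-stimulated wells | Repeats: Singlicate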
OXTR ag: human OXTR agonists, primary screen, fluorescence, CHO-OTR cells, Fluo-8 calcium; AID 2435, 2010; activation, % at 3 µM; Fluo-8 calcium fluorescence; normalized: DMSO 0%, oxytocin 100%; actives 0.32% (n = 320,000);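 active = activation above the mean of all tested compounds plus 3 SD, cutoff set per screening run, cut at about 20% in these data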;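 note: peak over basal fluorescence ratio from a 100 s FLIPR kinetic read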
Target sequence (P30559 whole entry, looked up): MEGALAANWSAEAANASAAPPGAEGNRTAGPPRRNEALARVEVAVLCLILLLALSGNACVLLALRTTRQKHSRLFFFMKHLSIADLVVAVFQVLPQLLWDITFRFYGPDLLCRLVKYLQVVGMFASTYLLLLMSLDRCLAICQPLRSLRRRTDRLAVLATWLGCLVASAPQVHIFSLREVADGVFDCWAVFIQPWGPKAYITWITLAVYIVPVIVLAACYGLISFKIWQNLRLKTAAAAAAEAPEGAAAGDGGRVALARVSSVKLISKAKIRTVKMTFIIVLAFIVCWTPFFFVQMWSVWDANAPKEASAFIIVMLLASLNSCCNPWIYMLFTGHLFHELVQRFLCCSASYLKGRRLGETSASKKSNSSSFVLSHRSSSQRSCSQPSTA
CHO-K1 Ca antag: nonselective inhibitor or artifact in parental CHO-K1 cells; ATP-induced calcium, Fluo-8 fluorescence; inhibition, % at 3 µM; actives 0.6% (n = 360,000);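 active = inhibition above a per-plate cutoff, the plate's mean sample inhibition plus 3 SD, cut at about 24% in these data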;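 note: 0% = DMSO plus EC80 ATP and 100% = DMSO alone without ATP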
V1aR counter: agonists of human V1a receptor, primary screen, counter-screen for OXTR agonist project, fluorescence, CHO-V1R cells. actives 0.25% (n = 320,000). activation, % at 3 µM. Fluo-8 calcium fluorescence, agonist mode; 0% DMSO, 100% 3 nM vasopressin. Vasopressin V1a receptor (Homo sapiens), P37288;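 active = activation above the mean activation of all tested compounds plus 3 SD, per screening run, cut at about 20% in these data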;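 note: signal is peak over basal fluorescence ratio across a 100 second FLIPR read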
CHO-K1 Ca ag: counter-screen for M1 agonists: effect in parental CHO-K1 cells; Fluo-8 calcium fluorescence; scaled to maximal ATP response, vehicle zero; activation, % at 3 µM; actives 0.48% (n = 360,000); AID 602248, 2012; in the data active = activation above about 15%;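 note: untransfected CHO-K1 host cells lacking M1 receptor as counterscreen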
CHO parental Ca: ATP-evoked calcium signal inhibitors, parental CHO, primary screen, counter-screen for OX1R antagonist project, cell-based, fluorescence, Fluo-8 calcium dye. parental CHO-K1, ATP-induced calcium, Fluo-8 fluorescence. inhibition, % at 5.6 µM. actives 0.63% (n = 330,000). AID 463079, 2010;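 active = inhibition above that plate's mean sample inhibition plus 3 SD, cut at about 26% in these data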;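 note: 0% = ATP-challenged DMSO wells and 100% = DMSO wells without ATP; some compounds past the cut are filed as inactive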
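Test system: untransfected parental CHO cell line; also added: ATP stimulus; dosing: 5.6 µM, single dose; signal: calcium-sensitive Fluo-8 fluorescence; measure: percent inhibition of ATP-evoked calcium rise, normalized to controls; benchmarks: low control ATP plus DMSO, high control DMSO only; replication: one well per compound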
CHO-K1 Ca PAM: nonselective calcium activators in parental CHO-K1 cells, primary screen, counter-screen for M1 PAM project, cell-based, Fluo-8 calcium fluorescence, full deck, 1536-well. ATP EC20; 0% at ATP EC20, 100% at ATP max. AID 602247, 2012. activation, % at 3 µM. actives 0.02% (n = 360,000);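 active = activation above the run cutoff, the mean activation of all test compounds plus 3 SD, cut at about 40% in these data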;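 note: peak over basal fluorescence ratio in a 140 s read after ATP addition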
OXTR potentiate: human OXTR potentiators, primary screen, fluorescence, CHO-OTR cells, Fluo-8 calcium. Fluo-8 calcium fluorescence, potentiator mode; 0% = oxytocin EC15, 100% = EC100. activation, % at 3 µM. actives 0.061% (n = 320,000);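 active = activation above that plate's cutoff, the mean activation of tested compounds plus 3 SD, cut at about 6.6% in these data, passing the limit was not always enough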;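 note: 100% uses oxytocin at 75 nM as the full agonist control; some results filed as inactive read as strong as hits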
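Material: human OTR in CHO cells. Compound: 3.0 µM, one dose. Timing: compound 6 min at room temperature before oxytocin, 100 s read. Evaluation: % activation of max/min ratio relative to oxytocin controls. Replication: single well per compound, singlicate. Signal: Fluo-8 calcium dye fluorescence.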
GPR7 antagonist: GPR7 receptor antagonists, primary screen, cell-based, fluorescence, single concentration | actives 1.1% (n = 290,000) | inhibition, % at 4.4 µM | GPR7-expressing cells, fluorescence antagonist assay; in the data active = inhibition above about 16%, passing the limit was not always enough;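 note: cells stimulated with the agonist NPW; 0% = agonist with vehicle and 100% = vehicle without agonist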
Target sequence (P48145 whole entry, looked up): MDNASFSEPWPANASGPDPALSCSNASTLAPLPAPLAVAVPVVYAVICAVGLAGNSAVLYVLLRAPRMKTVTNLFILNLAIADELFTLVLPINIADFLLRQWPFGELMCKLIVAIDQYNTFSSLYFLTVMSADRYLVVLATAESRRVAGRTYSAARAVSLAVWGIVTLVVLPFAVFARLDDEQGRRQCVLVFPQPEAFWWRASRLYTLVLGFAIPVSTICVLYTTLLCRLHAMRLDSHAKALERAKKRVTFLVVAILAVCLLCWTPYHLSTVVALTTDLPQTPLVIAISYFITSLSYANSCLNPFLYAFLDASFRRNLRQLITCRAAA
Numbers without * were called inactive; x = not tested or not shown.

SMILES | TAAR1 antag | OXTR ag | CHO-K1 Ca antag | V1aR counter | CHO-K1 Ca ag | CHO parental Ca | CHO-K1 Ca PAM | OXTR potentiate | GPR7 antagonist
Cc1nc2cc(C(F)(F)F)ccc2n1C1CCN(CC(=O)NC(C)(C)C)CC1 | 4 | 4.6 | 9 | 4.5 | 0.4 | -21 | -6 | -1 | -8
O=S1(=O)N[C@H](Cc2ccccc2)COc2cccc(N3CCSCC3)c21 | 7 | x | -8 | x | 1.5 | x | 1 | x | x
O=C(NC(=S)NCc1ccccc1)c1ccccc1F | -9 | -2.5 | -5 | -1.9 | 0.2 | -6 | 16 | -5 | -12
CC[C@@H]1[C@H]2CCCC(=O)N3CC[C@@H](C[C@H]1O)[C@@H]23 | 12 | 1.1 | -5 | 0.4 | 0.1 | 3 | -2 | -4 | x
COc1ccc(OCC(=O)NNC(=S)NC(=O)C2CCCCC2)cc1 | 28 | 0.8 | 1 | 1.7 | 3.6 | -8 | 17 | -6 | -9
Cc1ccccc1C(=O)Nc1sc2c(c1C(=O)O)CCC2 | -16 | -1.2 | -7 | 0.5 | 1.5 | -14 | 24 | -9 | -1
COc1cc(CC(NC(C)=O)C(=O)NC2CCN(c3c(Cc4ccccc4)c(C)nc4ncnn34)CC2)cc(OC)c1 (stereo unspecified) | -2 | -1.1 | 0 | 0.8 | 0.8 | -6 | 12 | -4 | -13
Cc1cc(N2CCCCC2)n2nc(C)c(-c3ccccc3)c2n1 | -42 | -2.4 | -2 | -1.0 | -0.4 | -33 | 19 | -9 | -18
Cc1ccc(S(=O)(=O)N2CCCCC2)cc1NC(=O)c1ccc2ccccc2n1 | 4 | -1.3 | -2 | -1.0 | 0.1 | -5 | 12 | -7 | 2
CC(=O)c1ccc(N2CCN(C(=O)c3ccc(Cn4c(=S)[nH]c5ccc(N6CCOCC6)cc5c4=O)cc3)CC2)cc1 | -10 | -1.1 | -2 | -0.4 | 0.6 | 1 | 24 | -9 | 0
Cc1nnsc1C(=O)NNC(=O)Nc1ccccc1 | -21 | 1.5 | -11 | 1.0 | 0.6 | -9 | 12 | 5 | 4
COc1ccc(C2=C3C(=O)OCC3Cc3ncn(Cc4ccccc4)c32)cc1 (stereo unspecified) | 13 | -0.9 | -14 | -0.8 | -0.1 | -17 | 17 | -2 | x
Cc1ccccc1NS(=O)(=O)c1ccc(OCCNS(C)(=O)=O)cc1 | 3 | 0.5 | 6 | 1.9 | 0.4 | -5 | -5 | -3 | -1
N#Cc1cccc(S(=O)(=O)NCC(=O)OCC(=O)c2ccc[nH]2)c1 | -25 | 0.3 | -15 | 0.3 | 1.1 | 11 | 22 | -5 | -10
COc1ccccc1NS(=O)(=O)c1cc(NC(=O)c2ccccc2C)ccc1N1CCOCC1 | 47 | x | 5 | x | 3.8 | x | -4 | x | x
COc1ccc(C(=O)Nc2c(N)nc(SCC(=O)Nc3ccc(NC(C)=O)cc3)[nH]c2=O)cc1OC | -10 | -0.1 | -10 | 0.2 | 1.5 | -3 | 17 | -3 | -10
NC(=O)NC(CC(=O)NNC(=O)c1ccccn1)c1ccc(Cl)cc1 (stereo unspecified) | 7 | 0.1 | -7 | 0.3 | 0.2 | -12 | -1 | 6 | x
Cc1ccc(N=C2C(=O)Nc3ccc(Br)cc32)cc1 | 1 | 2.4 | -11 | 0.8 | 1.9 | 1 | 15 | -15 | 16
CC1CCc2sc(C(=O)N3CCN(c4ncccn4)CC3)cc2C1 (stereo unspecified) | -21 | -1.3 | -10 | 0.3 | 0.4 | 0 | 10 | -2 | 4
CCOC(=O)C1CN(S(=O)(=O)c2ccccc2)c2cc(S(=O)(=O)CC)ccc2O1 (stereo unspecified) | 21 | -1.0 | -7 | 1.8 | 0.1 | -12 | 3 | -11 | -4

In a second layout: entries from further up
canonical_smiles	TAAR1 antag	OXTR ag	CHO-K1 Ca antag	V1aR counter	CHO-K1 Ca ag	CHO parental Ca	CHO-K1 Ca PAM	OXTR potentiate	GPR7 antagonist
Cc1cc(N2CCCCC2)n2nc(C)c(-c3ccccc3)c2n1	-42	-2.4	-2	-1.0	-0.4	-33	19	-9	-18
Cc1ccc(S(=O)(=O)N2CCCCC2)cc1NC(=O)c1ccc2ccccc2n1	4	-1.3	-2	-1.0	0.1	-5	12	-7	2
CC(=O)c1ccc(N2CCN(C(=O)c3ccc(Cn4c(=S)[nH]c5ccc(N6CCOCC6)cc5c4=O)cc3)CC2)cc1	-10	-1.1	-2	-0.4	0.6	1	24	-9	0
Cc1nnsc1C(=O)NNC(=O)Nc1ccccc1	-21	1.5	-11	1.0	0.6	-9	12	5	4

(cont.)
SMILES | TAAR1 antag | OXTR ag | CHO-K1 Ca antag | V1aR counter | CHO-K1 Ca ag | CHO parental Ca | CHO-K1 Ca PAM | OXTR potentiate | GPR7 antagonist
CCc1ccc(N(C(=O)c2snc(C(N)=O)c2N)C(C(=O)NC2CCCC2)c2ccncc2)cc1 (stereo unspecified) | 30 | 1.6 | -10 | 2.2 | 3.5 | -15 | 2 | -7 | -1
COc1ccc(/C=C2\SC(=S)N(CCC(=O)N3CCCCC3)C2=O)cc1 | -5 | 0.2 | -16 | -0.3 | 0.1 | -7 | 11 | -1 | -8
CNC(=O)/C(=C/c1ccc2c(c1)OCO2)NC(=O)c1ccc(Br)cc1 | 4 | -1.1 | -14 | 1.0 | 1.1 | -4 | 25 | -4 | 2
CCCn1c(N)c(C(=O)CN2CCN(S(=O)(=O)c3cccc(Cl)c3)CC2)c(=O)[nH]c1=O | 3 | 0.2 | -3 | 1.4 | -0.3 | -2 | -10 | -6 | x
O=C(NCC(=O)N1CCCCCC1)c1ccc(Br)cc1 | 7 | -1.5 | 6 | -0.5 | 0.0 | -7 | -18 | -4 | -11
CCN(CC)CCN(C(=O)CN1C(=O)c2ccccc2C1=O)c1nc2cc3c(cc2s1)OCO3 | -10 | 0.0 | 4 | -0.5 | 1.0 | -6 | 25 | -4 | -6
CCCC12CN3CC(C)(CN(C1)C31C(=O)Nc3ccc(C)cc31)C2=O (stereo unspecified) | -9 | 0.4 | 8 | 0.1 | 0.2 | -11 | -9 | 5 | 7
O=C(Nc1cccc(C(=O)N2CCCC2)c1)C1CC1 | 7 | x | 7 | x | -0.4 | x | -9 | x | x
O=C(NC1CCCc2ccccc21)C1CCN(S(=O)(=O)c2cnc[nH]2)CC1 (stereo unspecified) | 8 | 0.6 | -7 | 0.5 | 0.3 | -14 | 18 | -6 | -6
CC(=O)c1ccc(N2CCN(C(=O)Cn3cnc(S(=O)(=O)N4CCCCC4)c3)CC2)cc1 | 1 | -0.9 | -9 | 0.7 | 0.2 | -1 | 15 | -7 | -7
Cc1ccccc1CSc1nnc(-c2ccccc2)c(=O)[nH]1 | -9 | 0.7 | 17 | 1.9 | 0.4 | -21 | -13 | -1 | -10
O=C(COc1ccc2ccccc2c1Br)NCc1ccccn1 | -19 | 0.6 | -3 | -0.4 | 0.4 | -20 | -11 | -7 | -9
CCc1ccc(NC(=O)c2ccc(F)c(S(=O)(=O)N(CC)c3ccccc3)c2)cc1 | 59* | 4.3 | 6 | 2.7 | 3.9 | 34 | 12 | -9 | -18
Cn1nc(-c2ccccc2)c(CSc2cccc(Cl)c2)c1Cl | 11 | -0.1 | -2 | 0.5 | 0.1 | -42 | 1 | -6 | -7
Nc1nnn(CC(=O)N/N=C/c2ccco2)n1 | 6 | 0.8 | -14 | -0.5 | 4.8 | 0 | 32 | -2 | -6
O=C(NC(=S)Nc1ccc(N2CCOCC2)cc1)c1ccc2c(c1)OCCO2 | -6 | 1.5 | -5 | 2.0 | 0.6 | -12 | 10 | -7 | -8
N#Cc1ccc(CN2CCN(C(=O)CN3C(=O)NC4(CCCC4)C3=O)CC2)cc1 | -1 | x | -4 | x | 0.5 | x | 13 | x | x
O=C(CCNC(=O)c1ccc(Br)cc1)OCc1ccccc1Cl | 7 | -1.6 | -6 | -1.0 | -0.2 | -24 | -5 | 0 | x
CCN(CC)c1ccc(C=NCCNS(=O)(=O)c2ccc(C)cc2)cc1 | -17 | -0.1 | -19 | 0.5 | 0.4 | -9 | 13 | -5 | -7
N#CC(C#N)=C(Nc1ccc(F)cc1)SCc1cccc(F)c1 | 6 | 11 | 17 | 11 | 11 | 23 | 10 | -8 | 3
CCOC(=O)C1CCN(C(=O)c2ccc(N3CCCC3=O)cc2)CC1 | 1 | -0.1 | -5 | 1.3 | 0.3 | -1 | 15 | -2 | x
Cc1onc(-c2ccccc2)c1C(=O)Nc1ccncc1 | -13 | 1.3 | -15 | 1.6 | 0.6 | -21 | 12 | -9 | -7
COC(=O)c1ccccc1NC(=O)c1cc(-c2cccs2)on1 | -10 | -0.1 | 9 | -0.2 | -0.1 | 1 | -13 | -4 | -13
COc1cc([N+](=O)[O-])cc(/C=N\NC(=O)C2COc3ccccc3O2)c1O (stereo unspecified) | -25 | 0.3 | -6 | -1.7 | -0.7 | -7 | -5 | -2 | -15
O=C(c1ccc(Cl)cc1)C1CCCN(C(=O)c2csnn2)C1 (stereo unspecified) | 3 | 0.1 | -1 | 0.0 | 1.0 | -25 | 10 | -6 | -5
Cc1cc(CNC(=O)CC2C(=O)NCCN2CC(C)(C)C)nn1C (stereo unspecified) | 7 | 0.6 | 2 | 1.3 | 0.4 | -4 | -4 | -6 | -1
O=C1NC[C@H](CCCCN2C[C@H](Cc3ccccc3)N(Cc3ccccc3)C(=O)C2=O)N(CCc2ccc(O)cc2)C1=O | -9 | x | -2 | x | 1.1 | x | 3 | x | x
COc1cc(C(=O)Nc2cccc3cccnc23)cc(OC)c1OC | 11 | -2.6 | -19 | -1.4 | 2.9 | -27 | 18 | -10 | 3
CCN(CC)c1ccc2c(Cl)cc(=O)oc2c1 | 11 | -1.8 | x | -0.5 | x | -5 | x | -4 | -6
CC1CCCC(NC(=O)C2CCN(S(=O)(=O)N3CCCCCC3)CC2)C1C (stereo unspecified) | -2 | 4.3 | -10 | 2.6 | 4.1 | -10 | 20 | -7 | 0
CCN1C(=O)C(O)(CC(=O)C(C)(C)C)c2cc(Br)ccc21 (stereo unspecified) | -10 | 1.1 | -16 | 1.2 | 0.6 | -6 | 14 | 0 | -10

An excerpt from above with just V1aR counter.
SMILES | V1aR counter
COc1cc(C(=O)Nc2cccc3cccnc23)cc(OC)c1OC | -1.4
CCN(CC)c1ccc2c(Cl)cc(=O)oc2c1 | -0.5
